Compound activity: PubChem, National Center for Advancing Translational Sciences (NCATS)
12-LOX inh = ALOX12 (human) lipoxygenase inhibition. purified 12hLO, xylenol orange hydroperoxide absorbance. hit rate 1.1% among 580,000. Potency, µM (series often up to 108 µM), for inactives: top-dose activity change, negative = inhibition, usual class: inhibitors. AID 1671190; active = well fitted inhibition curve with a large enough effect; inconclusive = small, poorly fitted or top-dose-only effect, or another doubt; inactive = no such curve, though single readings can be large or run the other way
Target sequence (P18054 whole entry, looked up): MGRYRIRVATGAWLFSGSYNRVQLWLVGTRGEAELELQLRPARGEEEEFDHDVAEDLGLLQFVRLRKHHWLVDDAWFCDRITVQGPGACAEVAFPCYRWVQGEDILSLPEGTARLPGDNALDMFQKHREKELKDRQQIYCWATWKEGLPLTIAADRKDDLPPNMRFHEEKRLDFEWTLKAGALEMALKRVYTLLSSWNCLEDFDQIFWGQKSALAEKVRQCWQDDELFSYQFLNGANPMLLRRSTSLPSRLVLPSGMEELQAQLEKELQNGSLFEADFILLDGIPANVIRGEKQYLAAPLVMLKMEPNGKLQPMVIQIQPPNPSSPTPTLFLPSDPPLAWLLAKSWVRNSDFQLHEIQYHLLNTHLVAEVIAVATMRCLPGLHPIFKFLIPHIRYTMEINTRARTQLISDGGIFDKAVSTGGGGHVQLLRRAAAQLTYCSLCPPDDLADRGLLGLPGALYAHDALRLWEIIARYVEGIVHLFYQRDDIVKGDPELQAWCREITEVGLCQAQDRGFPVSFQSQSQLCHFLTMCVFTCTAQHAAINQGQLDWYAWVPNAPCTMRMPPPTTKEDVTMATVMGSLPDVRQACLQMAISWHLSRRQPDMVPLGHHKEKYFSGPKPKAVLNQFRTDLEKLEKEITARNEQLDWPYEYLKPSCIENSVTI
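Purified human 12hLO (150 nM final) in 25 mM Hepes, 0.01% Triton X-100, pH 7.0 was preincubated 15 min at room temperature with compound. Then 40 uM arachidonic acid was added, 30 min. Hydroperoxide was read by Fe-XO absorbance ratio 573/405 nm.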
Numbers without * were called inactive; ? = inconclusive; [ ] = dose if it differs, or a comment. % is scaled to controls: 0 for no effect and ±100 for the full control effect; potency is read from the fitted curve at half-maximal effect. These rows are one share of the data (hit frequency here may not be typical).

| 12-LOX inh | structure |
| --- | --- |
| 44%[activator] | Cc1cc(S(=O)(=O)N2CCN(C3CCN(Cc4ccccn4)C3=O)CC2)ccc1Cl (stereo unspecified) |
| 3% | COc1cccc(-c2nc3ccc(-c4ccc5c(c4)OCO5)cc3o2)c1OC |
| 8% | O=C1CC(c2ccccc2)N(C(=O)CNC(=O)c2ccc3ncccc3c2)CCCCCCN1 (stereo unspecified) |
| 37%[activator][176 µM] | COc1ccc(-c2ccnc(-c3nnc(C)n3Cc3cccnc3)c2)cc1OC |
| 68%[activator] | O=C1C(N2CCN(S(=O)(=O)c3ccccc3)CC2)CCN1Cc1ccccn1 (stereo unspecified) |
| -1%[176 µM] | Cc1cccc2c1nc1n2[C@@H](CNCc2ccccc2)COC1 |
| 15% | CC(C)CNC(=O)N1CCC(c2noc(-c3ccccc3)n2)C1 (stereo unspecified) |
| 68%[activator] | COCCC1(NC(=O)c2ccoc2)CCN(CC2CC2)CC1 |
| 10%[176 µM] | CCNC(=O)NC[C@@H]1C=C(C)[C@H](CC(=O)N2CCN(C(C)=O)CC2)C[C@H]1C(C)C |
| -12%[176 µM] | C[C@@H](NC(=O)Nc1ccc(Cl)cc1)c1onc(-c2ccc(F)cc2)c1C(=O)O |
| ? | O=C1NC(C(=O)NCc2ccc3c(c2)OCO3)Cn2cccc21 (stereo unspecified) |
| -4% | CN1c2cc(C(=O)NCc3ccccc3Br)ccc2C(=O)N2CCCCC21 (stereo unspecified) |
| 23% | N#Cc1ccc(C(=O)N2CCC(n3cc(-c4nc(-c5ccccc5)no4)nn3)CC2)cc1 |
| 3% | COc1ccccc1N1CCN(C(=O)C[C@@H]2CCNC[C@@H]2Cc2cc(COc3ccccc3)on2)CC1 |
| 13% | CC(C)CCN1C(=O)CC[C@]2(C(=O)N(C)Cc3ccco3)CCCC[C@@H]12 |
| 16%[176 µM] | O=C(NCCc1ccccn1)c1ccc2nccn2c1 |
| 9% | Cc1cn2nc(C(=O)N3CCC(NC(=O)c4ccc(F)cc4)CC3)cc2c(=O)[nH]1 |
| -14% | CCC1Oc2ccc(NC(=O)c3ccc4c(c3)OCO4)cc2CN(Cc2ccc(F)cc2)C1=O (stereo unspecified) |
| -15% | O=C(CCC[C@H]1NC[C@@H]2C[C@H]1CN(Cc1ccccc1)C2)N1CCN(C2CCCC2)CC1 |
| 16% | O=C(O)C[C@@H]1CCN(C(=O)COc2ccccc2)C[C@@H]1CCN1CCN(c2cccc(C(F)(F)F)c2)CC1 |
| 2% | COc1cc(=O)n2c(c1C(=O)NC1CCCCCC1)CCCC2 |
| -12% | O=C(N[C@H]1CCN2C(=O)c3cc(-c4cccc(C(F)(F)F)c4)ccc3NC(=O)[C@@H]2C1)c1ccncc1 |
| -86% | COc1ccc(NC(=O)Nc2ccc3c(c2)C(=O)N([C@H](C)CO)C[C@@H](C)[C@@H](CN(C)Cc2ccc4c(c2)OCO4)OCCCC[C@H](C)O3)cc1 |
| 28% | O=C([C@@H]1C[C@H](Oc2ccccc2)CN1C(=O)COc1ccccc1)N1CCOCC1 |
| 1% | COc1ccc(C(=O)Nc2ccc([C@@H](O)[C@H]3COCC(=O)N3CC3CCCCC3)cc2)cc1 |
| 20%[176 µM] | COc1ccccc1CN1CCNc2cnc(Nc3ccccc3)cc2C1 |
| 56%[activator] | CC1CCCN(C(=O)Cn2ccn3nc4c(c3c2=O)CCCC4)C1 (stereo unspecified) |
| 42% | Cc1cnc(C(=O)N[C@@H]2CCC[C@@H]2C(=O)NCc2cccs2)cn1 |
| 34% | O=C(C1CCC1)N1CCN(C(=O)N2CC3CC(C2)[C@H]2CCCC(=O)N2C3)CC1 (stereo partly specified) |
| 54%[activator] | COCCO[C@H]1C(=O)N(C2CCN(C(=O)c3cc4ccccc4[nH]3)CC2)[C@H]1c1ccncc1 |

(list continues)
| 12-LOX inh | structure |
| --- | --- |
| 31%[activator][176 µM] | COc1ncccc1-c1ncc2c(n1)OCCN(c1ccccc1)C2=O |
| 0% | CCc1ccc(N2CC(c3noc(C4(c5ccccc5)CC4)n3)CC2=O)cc1 (stereo unspecified) |
| 7% | O=C(c1cc2ccccc2[nH]1)N1CCN(c2cc(-c3ccccc3)[nH]n2)CC1 |
| ? | CCCS(=O)c1ccc2nc(NC(=O)OC)[nH]c2c1 (stereo unspecified) |
| 65%[activator] | O=C(Nc1ccc(Cl)cc1)N1CCC(Oc2ncccc2C(=O)N2CCOCC2)C1 (stereo unspecified) |
| 4% | COCCCNC(=O)C[C@H]1C[C@@]2(C(=O)OC)C(=C[C@H](C(C)C)O[C@@H]2C2CC2)N(Cc2ccccc2)C1=O |
| 53%[activator] | COCc1nnc2n1CCC(NC(=O)c1sc(C)nc1C)CC2 (stereo unspecified) |
| -3%[176 µM] | CN1CC(=O)N(c2ccccc2F)Cc2c(NCC3CC3)ncnc21 |
| -7%[176 µM] | COc1ccc(CN2C[C@H]3CN(Cc4cccnc4)CCN3C2=O)cc1 |
| ? | CN1C[C@H](O)C[C@H]1c1nnc2n1CCN(C(=O)Cc1cccc(F)c1)CC2 |
| 31%[activator] | Cc1cc(C(=O)N[C@@H]2CN(Cc3cccnc3)C[C@H]2CN(C)C)n(C)n1 |
| -10%[176 µM] | CN(C)c1cc(=O)c2ccnc(-c3ccccc3Oc3ccccc3)c2o1 |
| ? | CN(CC[C@H]1CN(C(=O)Cc2cccs2)CC[C@H]1CC(=O)O)c1ccccc1 |
| -5% | CCOc1ccccc1C(=O)N1CCC(Cc2nc(-c3ccc(OC)cc3)no2)CC1 |
| 14% | CCn1c(C2CCCN(C(=O)Nc3cccc(C)c3)C2)nn(C)c1=O (stereo unspecified) |
| 39%[activator] | COCC(=O)NC1CCC12CCN(C(=O)CCC1CCCC1)CC2 (stereo unspecified) |
| 17% | CC1CCCCN1C(=O)Cn1ccn2nc(-c3ccc(F)cc3)c(CO)c2c1=O (stereo unspecified) |
| 12% | COc1cc(CN2C[C@@H]3C(=O)N(CCCN4CCCC4=O)C(=O)[C@@H]3C2)cc(OC)c1OC |
| 4%[176 µM] | CCC(CC)C(=O)N1CC[C@H]2NC(=O)N(c3ccc(C(C)C)cc3)C(=O)[C@H]21 |
| -11%[176 µM] | Cc1ccccc1[C@H]1C[C@@H](O)[C@@H](O)[C@@H]1NS(C)(=O)=O |
| -13% | CCCCNC(=O)c1nc2cc(C)c(C)cc2nc1-c1ccccc1 |
| ? | Cc1cc(=O)oc2cc(OCC(=O)NC3CCCc4c3[nH]c3ccccc43)ccc12 (stereo unspecified) |
| 5% | O=C1[C@H]2CN(Cc3cc(F)cc(F)c3)C[C@H]2C(=O)N1CCc1ccccc1 |
| 21% | CC1=C[C@@H](CNS(=O)(=O)c2ccccc2)[C@H](C(C)C)C[C@H]1CC(=O)NCCN(C)C |
| -2% | CCC(=O)N1CCc2c(C(=O)NCCOC)cccc21 |
| 19% | O=C(NCCC1CCN(C(=O)Nc2cc(F)ccc2F)CC1)c1cc(F)ccc1F |
| -4% | COCCN1C(=O)CCc2cc(NC(=O)Cc3ccc(OC)cc3Cl)ccc21 |
| 1% | O=S1(=O)c2cc(Cl)ccc2N2CCC[C@@H]2CN1Cc1ccc(Cl)c(Cl)c1 |
| 9% | CCN1CCCN(S(=O)(=O)CC)CC12CCOCC2 |
| 66%[activator] | O=C(CSc1ccc(Cl)cc1)N[C@H]1CCOC[C@H]1C1CCOCC1 |

Compounds from the list above containing an NH in an aromatic ring (5):
| 12-LOX inh | structure |
| --- | --- |
| 9% | Cc1cn2nc(C(=O)N3CCC(NC(=O)c4ccc(F)cc4)CC3)cc2c(=O)[nH]1 |
| 54%[activator] | COCCO[C@H]1C(=O)N(C2CCN(C(=O)c3cc4ccccc4[nH]3)CC2)[C@H]1c1ccncc1 |
| 7% | O=C(c1cc2ccccc2[nH]1)N1CCN(c2cc(-c3ccccc3)[nH]n2)CC1 |
| ? | CCCS(=O)c1ccc2nc(NC(=O)OC)[nH]c2c1 (stereo unspecified) |
| ? | Cc1cc(=O)oc2cc(OCC(=O)NC3CCCc4c3[nH]c3ccccc43)ccc12 (stereo unspecified) |

Additional compounds.
| 12-LOX inh | structure |
| --- | --- |
| 3% | O=C(N[C@H]1CC[C@@]23CCCN2C(=O)CCC[C@H]3[C@H]1Cc1ccccc1)c1ccccc1 |
| ? | CCOC(=O)C1=CCN(S(=O)(=O)c2ccc(Br)cc2)C1c1cccc(F)c1 (stereo unspecified) |
| 89%[activator] | Cc1ncc(C(=O)N2CCCC(c3cccc(C(=O)O)c3)C2)c(=O)[nH]1 (stereo unspecified) |
| 38%[activator] | COCCNC(=O)[C@@H]1C[C@H](Oc2cccnc2)CN1S(=O)(=O)c1ccc2c(c1)CCC2 |
| 18% | COCCN1CCC2(CCC1=O)CN(Cc1cccc(Cl)c1)CCN2C (stereo unspecified) |
| 69%[activator] | CCCNC(=O)N(C1CCOCC1)C1CCN(C(=O)c2cnccn2)CC1 |
| 32%[activator] | COc1ccc(OC)c(CNC(=O)C2(C)CCCCC(=O)N2)c1 (stereo unspecified) |
| 36%[activator][176 µM] | CC(C)C[C@@H]1N[C@H](C(=O)NC(C)C)Cc2c[nH]c3cccc1c23 |
| ? | Cc1ccccc1S(=O)(=O)N1CCC(CCC(=O)N2CCc3ccccc3C2)CC1 |
| -1% | CCn1c2c(n(C(C)=O)c1=O)C=C(C(=O)N1CCCC1)C(C)C(c1ccccc1)=C2 (stereo unspecified) |
| 203%[activator] | O=C(CCC1CCN(C(=O)c2ccccc2)CC1)NCCCN1CCCc2ccccc21 |
| 15% | O=C1NCCCCCCN(C(=O)Cc2ccccc2)[C@H]2C[C@H](c3nc(Cc4ccccc4)no3)C[C@@H]12 |
| 47%[activator] | CCC(=O)N(C1CCOCC1)C1CCN(Cc2cc(OC)cc(OC)c2)CC1 |
| 3% | CCN1Cc2nc(OC)c(CNC(=O)c3cc(C4CC4)[nH]n3)cc2C1=O |
| 74%[activator] | COCCN(C)C[C@@H]1CN(C(=O)Cn2ncc3ccccc3c2=O)C[C@@H]1CO |
| 18% | CC(=O)c1cc(C(=O)NCc2c(C)ncc3c2CCNC3)[nH]n1 |
| 45%[activator] | COc1ccccc1C(=O)N1CCC2(CC1)CC(OC)CCO2 (stereo unspecified) |
| 47%[activator] | Cc1c(-c2ccccc2)[nH]c2c(CNC(=O)CCn3cnnn3)cc(Cl)cc12 |
| 72%[activator][176 µM] | O=C(Nc1nccs1)c1ccc2c(c1)OCCN(c1cccc(OC(F)(F)F)c1)C2 |
| ? | COc1cc(F)cc(-c2cccc(CCOc3cnc4c(ccn4CC(=O)O)c3)c2)c1 |
| 66%[activator] | O=C(NCCN1CCCCC1)C1(CCO)CCN(c2ncccn2)C1 (stereo unspecified) |
| 15% | O=C(NC1CCCC1)c1cc2cn(C3CC3)cc2s1 |
| -4% | Cc1nn(-c2ccc(F)cc2)c(Oc2ccccc2F)c1CCC(=O)NCC(C)C |
| -3% | COCCc1nncn1C1CCN(S(=O)(=O)c2ccccc2C(F)(F)F)CC1 |
| 54%[activator] | CNC(=O)N1CCC(C2CCN(C(=O)c3cnccn3)C2)CC1 (stereo unspecified) |
| 1% | COC[C@@H]1CCCN1Cc1cc2cc3c(cc2[nH]c1=O)OCO3 |
| 57%[activator] | CCn1cc(C(=O)N2CCn3nc(C(=O)Nc4ccccc4)cc3C2)c(C)n1 |
| -3%[176 µM] | C[S+](=O)([O-])c1ccc(-c2ncc3c(n2)OCCN(c2ccccc2)C3=O)cc1 |
| 0% | Cc1ccsc1C(=O)N1CCCn2cc(-c3ccccc3)nc21 |
| ? | COc1ccc(OC)c(-c2nc3cc4c(cc3cc2CN2CCCOCC2)OCO4)c1 |

An excerpt of these results, tab-delimited.
SMILES	12-LOX inh
CCn1c2c(n(C(C)=O)c1=O)C=C(C(=O)N1CCCC1)C(C)C(c1ccccc1)=C2 (stereo unspecified)	-1%
CC(=O)c1cc(C(=O)NCc2c(C)ncc3c2CCNC3)[nH]n1	18%

Carrying on:
| 12-LOX inh | structure |
| --- | --- |
| ? | Cc1ccc(C(=O)NC2CCN(c3cc(-c4ccccc4)[nH]n3)CC2)cc1F |
| 3% | CCCCc1ccc(-n2cc(CN3CCN(C(C)=O)CC(O)C3)cn2)cc1 (stereo unspecified) |
| 53%[activator] | CCN(CC)CCCNC(=O)c1cn2ccnc(-c3ccccc3)c2n1 |
| 84%[activator] | CCc1ccc(C(=O)N2CCCC(c3nccn3Cc3ccncc3)C2)s1 (stereo unspecified) |
| 92%[activator] | CCCCc1nn(CC(=O)NCc2c(F)ccc(OC)c2F)c(=O)n1CC |
| 36% | CCOc1ccc(NC(=O)N2CCc3cc(OC)c(OC)cc3C2CNC(=O)CC(C)C)cc1 (stereo unspecified) |
| 10% | COc1ccc(C(=O)N2CCN(C3CCN(C)C3=O)CC2)cc1 (stereo unspecified) |
| 7%[6.33 µM] | O=C1NC2(Cc3ccccc31)CN(C(=O)c1ccc(C(F)(F)F)cc1)C2 |
| 9% | C[C@@H](NC(=O)C[C@@H]1c2nc(NC(=O)c3ccco3)sc2C[C@@H]2[C@](C)(CO)[C@H](O)CC[C@]21C)c1ccccc1 |
| 3% | COc1ccccc1Oc1c(CCC(=O)NCC(C)C)c(C)nn1-c1ccc(F)cc1 |
| -4% | CNCC(=O)N[C@H]1CCN2C(=O)c3cc(-c4cc(Cl)ccc4OC)ccc3NC(=O)[C@@H]2C1 |
| 58%[activator][176 µM] | CN1CC[C@H](c2nnc(-c3ccccc3)o2)C1 |
| 6% | CC(C)Oc1ccc(CNC(=O)CCC2CCN(S(=O)(=O)c3ccccc3)CC2)cc1 |
| 131%[activator] | CC(=O)N[C@@H]1CN(Cc2cc(=O)n3[nH]cnc3n2)C[C@H]1c1ccc(C)o1 |
| 74%[activator] | Cn1nc(C2CCN(C(=O)c3ccc(F)cc3)CC2)c2c1CCOC2 |
| 28% | COc1cccc([S+](=O)([O-])N2CCn3c(nn(-c4ccc(F)cc4F)c3=O)C2)c1 |
